High-throughput results as filed in PubChem.
Yfh1-depleted yeast – enhancers of respiration in Yfh1-depleted yeast, dose response, Friedreich's ataxia, plus single-dose screen (AID 1465); S. cerevisiae Yfh1-off respiration, WST-1 reduction, 72 h; higher fold induction means a stronger effect; fold induction at 50 µM; hits with a dose series show EC50 in µM; actives 0.074% (n = 220,000);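 active means fold induction of absorbance versus untreated yeast above a set limit, then at least 30% activation at any dose in follow-up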;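 further: activators that raise dye reduction in frataxin-depleted yeast; strong numbers were not always called active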
HIV peptide binding – inhibitors of HIV fusion peptide binding, primary screen, biochemical, uHTS, fluorescence dequenching (AID 1986) | cell-free peptide binding, fluorescence dequenching, 30 min; higher % means a stronger effect | inhibition, % at 20 µM, or IC50 in µM where a hit was titrated | actives 0.3% (n = 290,000); in the data active means inhibition mostly above about 52%, no sharp cut-off; inactive means mostly below about 76%; further: some results filed as inactive read as strong as hits
b-catenin transl – modulators of beta-catenin nuclear translocation, primary screen, imaging, HeLa cells, immunofluorescence, high-content. nuclear translocation activity, % at 5 µM. actives 0.3% (n = 190,000);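 active means nuclear translocation activity above 50% at 5 µM, with a well cell count of 50 or more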;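 further: per-cell ratio of nuclear to cytoplasmic median beta-catenin stain intensity; plate controls were DMSO negative control for no effect and GSK-3 inhibitor IX positive control for full effect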
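test system = HeLa cells, endogenous beta-catenin | dosing = single 5 µM dose plus 0.02–20 µM confirmation series | times = compound treatment 24 h, 37°C, 5% CO2 | technique = beta-catenin immunofluorescence imaging with DAPI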
MT stabilizer – microtubule stabilizers in HeLa cells, primary screen, imaging, high-content imaging. HeLa tubulin immunostaining HCS, 24 h; share of cells brighter than vehicle mean+2SD. % tubulin-high responders, % at 10 µM. actives 0.83% (n = 200,000). AID 2205, 2009;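 active means plate Z-score above 3 for both tubulin-high and condensed-nucleus cell shares, with cell loss under 80%, at 10 µM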;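 further: anti alpha tubulin signal scored within the nucleus-defined area of each cell; some results filed as inactive read as strong as hits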
Insulin prom up – insulin promoter activators in MIN6 cells, imaging, high-content screening, mouse beta cells | MIN6 insulin promoter-GFP reporter; hits give high values | z-score at 5 µM | actives 0.3% (n = 190,000);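 active means z-score above 3 at 5 µM with at least 500 cells counted in the well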
Dynein cargo inh – inhibitors of GR-EGFP nuclear translocation, primary screen, dynein cargo transport inhibitor project, imaging, high-content, 3617.4 mouse cells | z-score, hits read low | AID 1381, 2008 | actives 0.47% (n = 220,000) | test concentration mostly 20 µM; stimulated with dexamethasone, 1 µM; hits give low values;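 active means plate z-score of nuclear minus cytoplasmic receptor signal below a set negative limit, without overly bright fluorescence or cell loss, cut at about -3.5 in these data, passing the limit was not always enough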;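 further: z-score of nuclear minus cytoplasmic ring GR-EGFP intensity difference per well; some compounds called inactive have numbers as strong as hits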
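Medium: Induction medium lacking tetracycline, stripped serum | Probe or stimulus: 1.0 µM final dexamethasone stimulus | Schedule: 48 h induction, then 1 h compound, then 30 min agonist, 37 °C | Signal: Automated 10x imaging of fixed Hoechst-stained cells | Evaluation: Per-cell GR-EGFP intensity, nucleus versus surrounding cytoplasmic ring, well-averaged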
WT yeast gro inh – growth inhibition of WT strain, primary screen, mitochondrial fusion inhibitor project, WT and mutant strains, chemical genetic; mitochondrial fusion phenotypic screen; AID 1362, 2008; inhibition, % at 10 µM; actives 2.1% (n = 190,000); in the data active means inhibition above about 58%; tested in S. cerevisiae
Autophagy mod – autophagy modulators in MEF cells, primary screen, imaging, high-content, MEF GFP-LC3 | MEF GFP-LC3 puncta imaging; test concentration mostly 10 µM | calls only at 10 µM (by protocol) | actives 0.98% (n = 190,000);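 active means percentage of spot-positive cells more than 3 SD above its plate mean, without a fluorescence outlier flag or 80% toxicity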;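 further: spot-positive cell cutoff set from DMSO-treated cells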
AID2073 – inhibitors of Mint1-CaV2.2 protein interaction, biochemical, HTRF (AID 2073); Voltage-dependent N-type calcium channel subunit alpha-1B (Homo sapiens); HTRF protein-protein interaction, Mint1-CaV2.2; higher % means a stronger effect; inhibition, % at 20 µM; hits with a dose series show IC50 in µM; actives 0.19% (n = 290,000); in the data active means inhibition mostly above about 51%, no sharp cut-off; further: some results filed as inactive read as strong as hits
WT yeast gro inh mutant strain – second read-out of WT yeast gro inh, no call of its own (marks repeat the call); inhibition, %; mitochondrial fusion phenotypic screen, mutant strain inhibition
Dynein cargo inh cytoplasmic EGFP – also measured in Dynein cargo inh; calls as there; z-score; measured here: cytoplasmic GR-EGFP intensity; hits give high values
Dynein cargo inh nuclear GR-EGFP – also measured in Dynein cargo inh; calls as there; z-score; measured here: nuclear GR-EGFP intensity;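 lower value marks the stronger effect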
Dynein cargo inh cell count – second read-out of Dynein cargo inh, no call of its own (marks repeat the call); z-score; measured here: cell count per field
Insulin prom up cell count – recorded beside Insulin prom up, whose call it bears; cell count; measured here: cytotoxicity, nuclei count;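 total cells summed across four imaged fields per well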
b-catenin transl cell count 5 µM – also measured in b-catenin transl; calls as there; cell count; measured here: cell count, cytotoxicity flag
MT stabilizer Hoechst-high % – also measured in MT stabilizer; calls as there; % Hoechst-high responders; measured here: nuclear condensation Hoechst responders;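 share of cells brighter than vehicle mean plus two SD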
MT stabilizer cytotoxicity % – further read-out of MT stabilizer, marked with its call; toxicity, %; measured here: cytotoxicity by cell density;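 0% = mean cell density of plate MIN control wells and 100% = no cells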
Autophagy mod cell loss 18 h – also measured in Autophagy mod; calls as there; toxicity, %; measured here: cell loss, nuclei count;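 cell loss after 18 h compound exposure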
* hit, by the source's call; i = inactive; x = no result given.

SMILES | Yfh1-depleted yeast | HIV peptide binding | b-catenin transl | b-catenin transl cell count 5 µM | MT stabilizer | MT stabilizer Hoechst-high % | MT stabilizer cytotoxicity % | Insulin prom up | Insulin prom up cell count | Dynein cargo inh | Dynein cargo inh cytoplasmic EGFP | Dynein cargo inh nuclear GR-EGFP | Dynein cargo inh cell count | WT yeast gro inh | WT yeast gro inh mutant strain | Autophagy mod | Autophagy mod cell loss 18 h | AID2073
Cn1nc(-c2ccccc2)cc1NC(=O)c1cccs1 | i | -0.3% | -0.3 | 1249 | x | x | x | 1.1 | 1108 | 0.55 | 2.5 | 0.64 | 7.2 | x | x | x | x | -12%
NC(=O)COC(=O)c1c2c(nc3ccccc13)CCCC2 | i | -1.2% | -0.4 | 1090 | 8.6 | 2.8 | 8.8 | -0.87 | 1199 | 0.072 | -0.27 | 0.32 | 0.2 | -12 | 2 | i | 1 | -6%
Cc1cc(N/N=C/c2c[nH]c3ccccc23)c2ccccc2n1 | i | -0.8% | -0.3 | 1452 | 2.9 | 3.0 | 7.3 | 0 | 1564 | -0.11 | -0.33 | -0.36 | 0.78 | -14 | -14 | i | -5 | -10%
Cc1ccc2[nH]c(=O)c(CN(Cc3cccs3)Cc3nnnn3Cc3ccccc3)cc2c1 | i | 0.1% | -1.9 | 1163 | 3.5 | 2.3 | 6.7 | -1.1 | 1076 | -0.0011 | -0.11 | 0.46 | 0.069 | 14 | -49 | i | -7 | 9%
CCO[C@@H]1OC(C(=O)NCc2nc3ccccc3[nH]2)=C[C@H](C)[C@H]1CCCO | i | -0.5% | 0.5 | 1105 | 1.8 | 1.5 | 4.9 | 0.11 | 1441 | 0.36 | -0.18 | 0.64 | -1.5 | 1 | -2 | i | 27 | 7%
CC1(C(=O)N2CC3(CC(c4cccc([N+](=O)[O-])c4)=NO3)C[C@H]2C(=O)NCC(N)=O)CC1 (stereo partly drawn) | i | -1.6% | 0.0 | 1317 | 2.7 | 2.6 | 5.3 | 0.14 | 1556 | 1.1 | -0.23 | 0.87 | -0.11 | -15 | -11 | i | -30 | -4%
OC(COC(c1ccc(Cl)cc1)c1ccc(Cl)cc1)CN1CCN(c2ccccn2)CC1 (stereo not drawn) | i | 0.4% | x | x | 3.5 | 2.0 | 7.1 | -0.33 | 1281 | 0.41 | -0.3 | -0.076 | -0.22 | 79 | 81 | i | -1 | 0%
COc1ccc(NC(=S)Nc2ccc(OC(F)F)cc2)cn1 | i | 24% | 1.1 | 1051 | 2.6 | 2.9 | 5.6 | -0.55 | 1317 | -0.37 | -0.25 | 0.21 | 0.13 | 1 | 11 | i | 15 | 15%
O=C1CN(C(=O)CSc2nc3ccccc3c(=O)n2Cc2ccc(F)cc2)c2ccccc2N1 | i | -0.8% | x | x | 4.7 | 1.9 | 12 | 0.98 | 1239 | 0.018 | -0.33 | -0.38 | 0.6 | -32 | 10 | i | -5 | 8%
FC(F)(F)c1ccc(Oc2ccc(Cl)cc2Br)nc1 | i | 0.6% | -1.0 | 1007 | 3.0 | 1.2 | 3.3 | -0.26 | 1580 | 0.69 | -0.24 | 0.61 | -0.73 | 0 | -1 | i | -25 | -10%

By substructure: the compounds so far containing fluorine
SMILES | Yfh1-depleted yeast | HIV peptide binding | b-catenin transl | b-catenin transl cell count 5 µM | MT stabilizer | MT stabilizer Hoechst-high % | MT stabilizer cytotoxicity % | Insulin prom up | Insulin prom up cell count | Dynein cargo inh | Dynein cargo inh cytoplasmic EGFP | Dynein cargo inh nuclear GR-EGFP | Dynein cargo inh cell count | WT yeast gro inh | WT yeast gro inh mutant strain | Autophagy mod | Autophagy mod cell loss 18 h | AID2073
COc1ccc(NC(=S)Nc2ccc(OC(F)F)cc2)cn1 | i | 24% | 1.1 | 1051 | 2.6 | 2.9 | 5.6 | -0.55 | 1317 | -0.37 | -0.25 | 0.21 | 0.13 | 1 | 11 | i | 15 | 15%
O=C1CN(C(=O)CSc2nc3ccccc3c(=O)n2Cc2ccc(F)cc2)c2ccccc2N1 | i | -0.8% | x | x | 4.7 | 1.9 | 12 | 0.98 | 1239 | 0.018 | -0.33 | -0.38 | 0.6 | -32 | 10 | i | -5 | 8%
FC(F)(F)c1ccc(Oc2ccc(Cl)cc2Br)nc1 | i | 0.6% | -1.0 | 1007 | 3.0 | 1.2 | 3.3 | -0.26 | 1580 | 0.69 | -0.24 | 0.61 | -0.73 | 0 | -1 | i | -25 | -10%

Going on with the list:
SMILES | Yfh1-depleted yeast | HIV peptide binding | b-catenin transl | b-catenin transl cell count 5 µM | MT stabilizer | MT stabilizer Hoechst-high % | MT stabilizer cytotoxicity % | Insulin prom up | Insulin prom up cell count | Dynein cargo inh | Dynein cargo inh cytoplasmic EGFP | Dynein cargo inh nuclear GR-EGFP | Dynein cargo inh cell count | WT yeast gro inh | WT yeast gro inh mutant strain | Autophagy mod | Autophagy mod cell loss 18 h | AID2073
Cc1cc(C)cc(N/C(N)=N/c2nc(C)cc(C)n2)c1 | i | -0.5% | 14 | 416 | 12 | 40 | 28 | -2.3 | 1062 | -1.1 | -0.33 | -0.83 | 1.1 | 9 | -7 | i | 9 | 1%
CCn1c(SCC(=O)Nc2nc(C)cs2)nnc1C(NC(=O)c1ccccc1Cl)C(C)C (stereo not drawn) | i | -2.9% | x | x | 3.9 | 2.1 | 6.9 | -0.51 | 1288 | 0.73 | -0.2 | 0.23 | -0.62 | 11 | -2 | i | -7 | -13%
Cc1ccc(OC(=O)CCC(=O)OCCCC(F)(F)C(F)(F)F)cc1 | i | 0.8% | 0.2 | 1085 | 2.1 | 1.9 | 19 | 0.04 | 1126 | -1.7 | 0.73 | -0.33 | 0.53 | -4 | -18 | i | -2 | -1%
CCN1C(=O)N[C@@H](c2cccs2)C(C(C)=O)=C1C | i | -2.2% | 1.4 | 1142 | x | x | x | -0.19 | 980 | -1.1 | -0.86 | -0.36 | 0.67 | x | x | x | x | 9%
CC1CN(C(=O)c2ccccc2NS(=O)(=O)c2cccc([N+](=O)[O-])c2)CC(C)O1 (stereo not drawn) | i | 3.4% | 0.5 | 961 | 2.8 | 2.3 | 2.4 | 0.88 | 1426 | 0.65 | -0.25 | 0.47 | -0.26 | -3 | 9 | i | 5 | 3%
CCO[C@@H]1OC(C(=O)NCc2ccccc2)=C[C@H](C2CC2)[C@H]1CCCO | i | -0.2% | -1.2 | 1098 | 1.5 | 0.8 | 1.2 | -0.28 | 1320 | 0.96 | -0.29 | 1 | -0.83 | -13 | 0 | i | 20 | -3%
O=C1CC(c2ccco2)CC(O)=C1C=Nc1cc(Cl)ccc1Cl (stereo not drawn) | i | 50% | 0.9 | 1372 | 3.6 | 4.0 | 7.7 | 0.61 | 1335 | 0.027 | -0.17 | -0.097 | -0.2 | -3 | -20 | i | -11 | 36%
CC1=CS/C(=C(/C#N)C(=O)NCc2ccco2)N1c1ccccc1 | i | 0.5% | x | x | 4.3 | 1.6 | 4.3 | -0.03 | 896 | -0.37 | -0.31 | -0.21 | 0.81 | 12 | 2 | i | 8 | 1%
CCc1ccc(-c2nc(CCl)cs2)cc1 | i | 0.2% | 0.7 | 1134 | 2.0 | 3.8 | 6.0 | -0.3 | 1506 | 0.43 | -0.21 | 0.046 | -0.34 | 9 | -3 | i | 1 | 16%
CCOC(=O)c1c(C)[nH]c(C)c1C(=O)CSc1nc(N)cc(N)n1 | x | -1.1% | x | x | 2.8 | 2.8 | 8.3 | -0.29 | 1308 | 0.028 | -0.13 | 0.23 | 0.26 | -7 | 2 | i | 23 | -24%
COc1ccc(CCNC(=O)CSc2ccsc2[N+](=O)[O-])c(OC)c1 | i | -2.1% | -0.3 | 925 | 9.8 | 0.9 | 4.0 | -0.36 | 1649 | -0.24 | -0.23 | -0.36 | 0.34 | -9 | 11 | i | 5 | 8%
CCOC(=O)C(Cc1c(F)cccc1F)(NC(C)=O)C(=O)OCC | i | 2.3% | -0.4 | 957 | 6.6 | 5.1 | 0.2 | -0.34 | 1250 | -1.1 | -0.31 | -0.35 | 0.89 | -2 | -5 | i | -5 | 7%
NC(C(=O)O)C(c1ccccc1)C(F)F (stereo not drawn) | i | -0.2% | -0.4 | 1209 | x | x | x | 0.57 | 1136 | 1.7 | -0.28 | 0.41 | -0.76 | x | x | x | x | 9%
O=C(NCC(c1cccs1)N1CCOCC1)c1cc2ccccc2o1 (stereo not drawn) | i | 0.0% | 1.0 | 1132 | 2.7 | 3.0 | 9.3 | -0.11 | 1221 | 1.6 | 0.33 | 1.9 | -2.1 | 3 | -4 | i | 9 | 1%
Cc1cccc(CS(=O)(=O)Cc2ccc(C(=O)NCCCN3CCOCC3)o2)c1 | x | -1.2% | 1.9 | 1416 | 4.8 | 2.9 | 7.5 | 1.2 | 1291 | -0.085 | -0.094 | 0.6 | -0.49 | x | x | i | 5 | -3%
COc1cccc(C(=O)Nc2cnc(NC(=O)c3ccco3)cc2C)c1 | i | 1.3% | x | x | 1.7 | 3.5 | 29 | -0.09 | 1211 | 0.12 | -0.27 | 0.36 | 0.42 | -1 | 6 | i | 7 | 12%
Cc1cc(C(=O)N2CCN(c3ncccn3)CC2)nn1C | i | 0.0% | 0.1 | 1307 | x | x | x | x | x | -0.0073 | -0.24 | -0.13 | -0.38 | x | x | x | x | -6%
O=C(NNS(=O)(=O)c1ccc([N+](=O)[O-])cc1)c1cnn(-c2ccccc2)c1-n1cccc1 | i | 3.2% | -2.2 | 1277 | 1.2 | 1.5 | 1.5 | 0.15 | 1283 | 0.43 | -0.21 | -0.091 | -0.5 | 4 | 3 | i | -3 | -9%
